H9c2 TAG inh: inhibitors of triacylglycerol accumulation, primary screen, cell-based, uHTS, fluorescence, H9c2; H9c2 cells, Nile Red lipid (TAG) fluorescence; cells loaded with 200 µM oleic acid; inhibition, % at 12.5 µM; 0.66% of 230,000 active;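 active means pattern-corrected inhibition of lipid staining of at least 50% with the nuclear-stain viability signal not falling by more than 50%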;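 further: 0% = DMSO wells and 100% = triacsin C control wells; some results filed as inactive read as strong as hits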
H9c2 TAG inh DAPI viability: second read-out of H9c2 TAG inh, no call of its own (marks repeat the call); DAPI nuclei signal change (viability), lower = more cytotoxic, %;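 whole-well DAPI fluorescence read on a plate reader as a viability signal; minus 50 percent equals half of cells still viable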
* marks the source's active call; other numbers are inactive results.

Each structure is followed by: H9c2 TAG inh DAPI viability	H9c2 TAG inh
#1 CCOC(=O)[C@H]1[C@H]2COc3ccc(OC)cc3[C@@H]2N2C(=O)CN(Cc3ccco3)C(=O)[C@@]12C
  -6	20
#2 Cc1[nH]c2ccc(F)cc2c1CCN(Cc1cccnc1)C(=S)Nc1ccc(F)cc1
  -3	9
#3 C[C@H](NC(=O)c1nc[nH]c1C(=O)OCc1ccccc1)c1ccccc1
  0	-1
#4 CCOC(=O)C1=C(N)OC2=C(C(=O)CC(C)(C)C2)C1c1cc(CSc2nnnn2C)cs1 (stereo not given)
  -8	0
#5 CCCCCCC(C)n1[nH]c(=O)cc1N (stereo not given)
  -1	-5
#6 COc1ccc(C(CC(=O)O)NC(=O)Nc2ccccc2)cc1OC (stereo not given)
  -13	31
#7 c1ccc2c(c1)Cc1ccccc1O2
  -5	-10
#8 COc1ccc(N(Cc2ccccc2)C(=O)CSc2nnc(Cn3nnc4ccccc43)o2)cc1
  -10	-13
#9 CC(C)(C)NC(=O)[C@H]1CC[C@H]2[C@@H]3CC[C@H]4NC(=O)C=C[C@]4(C)[C@H]3CC[C@]12C
  -1	10
#10 Cc1c(C(=O)N2CCCCC2)oc2ccc(Br)cc12
  2	-7
#11 COc1cccc(-n2nc(C(=O)Nc3ccc4c(c3)OCO4)c3ccccc3c2=O)c1
  -11	8
#12 CCn1c(N)nc2c1c(=O)n(C)c(=O)n2C
  -8	9
#13 Cc1cc(C(=O)Nc2cccc(S(=O)(=O)N3CCOCC3)c2)c2ccccc2n1
  -3	-4
#14 Cc1cc(C(F)(F)F)n2nc(-c3cnn(C)c3C(F)(F)F)c(Cl)c2n1
  1	-1
#15 COc1cccc(-n2c(CCn3nc(C)c([N+](=O)[O-])c3C)n[nH]c2=S)c1
  -5	4
#16 C/C(=N\NC(=O)CNc1cccc(C(F)(F)F)c1)c1ccc(Br)cc1
  19	-2
#17 CC1CCCC(C(=O)O)N1C(=O)CCSSCCC(=O)N1C(C)CCCC1C(=O)O (stereo not given)
  -17	3
#18 CC1(C(=O)NS(=O)(=O)c2cccc(C#N)c2)CCN1C(=O)C1(c2ccc(Cl)cc2)CCC1 (stereo not given)
  6	-2
#19 Nc1nc(-c2cccnc2)nn1C(=O)CCc1ccccc1
  5	9
#20 O=C(OCC(=O)N1CCCc2ccccc21)c1cc(Br)ccc1O
  1	3
#21 O=C(NC(=S)Nc1cc([N+](=O)[O-])ccc1O)C1CC1
  -9	-2
#22 COc1ccc(-c2nnc(SCC(=O)NCc3cccs3)n2CC(C)C)cc1
  -8	8
#23 O=C(CN1CCN(Cc2ccc3c(c2)OCO3)CC1)c1c[nH]c2ccccc12
  -9	14
#24 COc1cc(C(O)C(=O)O)ccc1O (stereo not given)
  0	0
#25 COc1ccc(CNC(=O)c2ccc(-c3ccc(F)c(F)c3)c3ccoc23)cc1OC
  -4	-37
#26 CC(C)(C)NCC(=Cc1ccccc1)C(=O)c1ccccc1
  -57	58
#27 CCCOC(=O)c1ccc(-c2c(C)noc2-c2ccc(OC)cc2O)o1
  -5	-29
#28 CCOC(=O)c1ccc(-c2ccc(/C=N/NC(=O)CN(c3ccccc3Cl)S(C)(=O)=O)o2)cc1
  83	-14
#29 Fc1cccc(Cc2noc(CN3CCCCC3c3ccccn3)n2)c1 (stereo not given)
  5	-11
#30 O=C(Nc1ccccc1C(=O)O)c1cc(S(=O)(=O)N2CCOCC2)c(Br)s1
  1	10
#31 N#CCSc1nc2ccc(N3CCOCC3)cc2c(=O)n1CCc1ccccc1
  13	38
#32 CC1(C)Cc2cccc(OCC(O)CNCc3ccccn3)c2O1 (stereo not given)
  5	-20
#33 O=C(COC(=O)C12CC3CC(CC(Cl)(C3)C1)C2)Nc1ccc2[nH]c(=O)[nH]c2c1
  -10	15
#34 COc1cc2ccc(C(C)=NOC(C)=O)cc2cc1OC
  -9	7
#35 O=C(CCCOc1ccccc1)NN1C(=O)NC2(CCCCC2)C1=O
  1	-7
#36 COc1ccc(NC(C)=O)cc1NC(=O)c1ccc(Cl)cc1
  -4	11
#37 COc1cc(Cn2c(N)c(C#N)c3nc4ccccc4nc32)cc(OC)c1
  55	-9
#38 COc1ccc(OCc2cc(C(=O)N3CCCC(OC)C3)no2)c2ccccc12 (stereo not given)
  -8	4
#39 COc1cc(OC)cc(C(=O)OC(C)C(=O)NC2CCCc3ccccc32)c1 (stereo not given)
  0	25
#40 CC(C)CC1(C)NC(=O)N(CC(=O)Nc2ccc(F)c(F)c2F)C1=O (stereo not given)
  -7	-1
#41 Cc1cc(C)n(-c2nc3sc4c(c3c3nnc(SCC(N)=O)n23)CC(C)(C)OC4)n1
  -7	6
#42 Cc1ccc(C2=NOC3(CC(=O)N(c4ccc(C)cc4)C3=O)C2)cc1 (stereo not given)
  7	-4
#43 CC(Sc1nncs1)C(=O)NC1CCCCC1C (stereo not given)
  7	-15
#44 O=C(Cn1cncn1)N/N=C/c1ccncc1
  -21	20
#45 Cc1ccc(NC(=S)N/N=C2\CC3CC=CC23)c(C)c1 (stereo not given)
  -9	0
#46 CCOC(=O)C(C)N1C(=O)S/C(=C/c2cc(C)n(-c3ccccn3)c2C)C1=O (stereo not given)
  -4	29
#47 O=[N+]([O-])c1cccnc1Oc1ccccc1F
  11	-6
#48 O=C(O)c1cccc(NC2=C(n3nnc4ccccc43)C(=O)c3ccccc3C2=O)c1
  0	-5
#49 COCCOC(=O)/C(=C/c1ccc(OC(=O)c2ccccc2)cc1)C(C)=O
  -3	0
#50 Cc1cc(C)c(NC(=S)NC(CO)(CO)CO)c(C)c1
  7	-3
#51 O=C(NCCCn1ccnc1)c1ccc(Cl)cc1
  -9	-1
#52 CCOc1ccc2nc(NC(=O)C3CCCN(S(=O)(=O)c4c(C)noc4C)C3)sc2c1 (stereo not given)
  -6.1*	57*
#53 O=C(Cn1nnc(-c2ccccc2F)n1)Nc1cccc2ncccc12
  2	-12
#54 CC(OC(=O)c1ccc(-c2ccc([N+](=O)[O-])cc2)o1)C(=O)NC(N)=O (stereo not given)
  3	-3
#55 COc1ccc(NS(=O)(=O)c2cc(NC(=O)[C@H](C)NC(N)=O)ccc2N2CCCC2)cc1
  -4	-10
#56 COc1ccc(C2=CC(c3cc(OC)c(OC)c(OC)c3)NC(=S)N2)cc1 (stereo not given)
  -10	12
#57 CCOc1cc(S(=O)(=O)NCc2ccc3c(c2)OCO3)ccc1F
  0	-6
#58 Cc1cc(NC(=O)COC(=O)c2ccc(OC(F)(F)F)cc2)no1
  3	-3
#59 COc1ccc(S(=O)(=O)Nc2ccc(Cl)cn2)c(C)c1C
  -5	-21
#60 Cc1ccc(C)c(N2CCN(C(=O)c3ccc(NS(=O)(=O)c4c(C)noc4C)cc3)CC2)c1
  6	3

Further results:
Each structure is followed by: H9c2 TAG inh DAPI viability	H9c2 TAG inh
#61 O=C1Cc2ccccc2C(c2c(Cl)cccc2Cl)N1 (stereo not given)
  -3	-9
#62 c1ccc(-c2ccc(-c3csnn3)cc2)cc1
  1	-6
#63 C#CCOCCOCCOCCNc1nc(N2CCOCC2)nc(N2CCN(C(=O)CCCCCCCCCCNC(=O)[C@H](CO)n3cc(CCCSC)nn3)CC2)n1
  -5	3
#64 O=C1Nc2ccccc2C12OCCCCO2
  20	-11
#65 COc1cc(C(=O)Nc2cc3c4c(c2)CC(=O)N4CCC3)cc(OC)c1OC
  -4	-4
#66 COc1cc(NC(=O)CN2CCN(C(=O)c3ccco3)CC2)c(C)cc1[N+](=O)[O-]
  -15	1
#67 O=C(Cc1ncc(C(F)(F)F)cc1Cl)Nc1ccc(F)cc1
  9	-6
#68 O=C(NC(=S)Nc1ccc2c(c1)OCCO2)c1cccc(Br)c1
  6	10
#69 O=C(c1cc(COc2ccccc2)on1)N1CCCC(OCc2cccnc2)C1 (stereo not given)
  4	13
#70 CCN(Cc1nc2cc(Cl)ccc2c(=O)[nH]1)C(=O)c1cccc(OCc2c(C)noc2C)c1
  -1	8
#71 CCC(=O)N(CCO)Cc1cc2ccc(C)c(C)c2[nH]c1=O
  -5	15
#72 O=C(NC1CCCCC1)NC1CCN(CC(=O)N2CCOCC2)CC1
  -3	2
#73 Nc1nnc(SCC(=O)NNC(=O)c2ccc([N+](=O)[O-])cc2)s1
  1	-6
#74 CC(=O)OCCCN(C)CC/C=C1/c2ccccc2CSc2ccccc21
  -4	10
#75 Cc1ccc(NC(=O)/C(=C\c2cccnc2)NC(=O)c2ccccc2)cc1
  -2	14
#76 Cc1ccc(-c2nnc(SCC#N)n2N)cc1
  -1	-3
#77 c1coc(CNc2nc3nonc3nc2NCc2ccco2)c1
  10	-16
#78 Cc1nnc(SCc2cc([N+](=O)[O-])cc3c2OCOC3)[nH]c1=O
  -1	4
#79 CC(=O)N/C(=C\c1ccccc1)C(=O)OC/C=C/c1ccccc1
  5	-6
#80 FC(F)(F)c1nc(-c2cccs2)ncc1-c1nnnn1-c1ccc(Cl)cc1
  3	-7
#81 COc1ccccc1NC(=S)NCc1ccc(Cl)cc1
  4	-18
#82 O=C(CNS(=O)(=O)c1c(F)cc(F)cc1Br)OCC(=O)N1CCCC1=O
  -6	13
#83 CC(C)CC1(C(=O)NCCc2c[nH]c3ccccc23)C=CCN1C(=O)c1ccccc1 (stereo not given)
  -5	-12
#84 COc1ccc(-n2nnnc2SCC(=O)Nc2cc(OC)c([N+](=O)[O-])cc2C)cc1
  10	-3
#85 Cc1cccc(C)c1OCC(=O)N1CC2(C)CC1CC(C)(C)C2 (stereo not given)
  0	-29
#86 COC(=O)CNC(=O)COC(=O)/C=C/c1ccc(F)cc1
  -9	-6
#87 COc1ccc(/C=C(\CC(=O)O)c2nc3ccccc3o2)cc1
  5	1
#88 Cc1cc(C)n2c(Br)c(CN3CCCC(C)C3)nc2n1 (stereo not given)
  -5	7
#89 COCCNC(=O)CN(C(=O)Cn1nnc2ccccc21)c1ccccc1C
  -2	19
#90 Cc1cc(NC(=O)C2C3C(=O)N(CC4CCCO4)C(C(=O)NCc4ccccc4)C34C=CC2(C)O4)no1 (stereo not given)
  -2	-3
#91 CCOc1cccc(C(=O)Nc2ccc(NC(=O)c3ccccc3)c(C)c2)c1
  8	-7
#92 Cc1cc2ccccc2c(=O)n1CC(=O)NCC(=O)N(C)C1CCCCC1
  8	-10
#93 COc1ccc2c(C)cc(SCC(=O)NC3CCCC3)nc2c1
  1	-44
#94 COc1ccc(CC(NC(C)=O)C(=O)N2CCN(C(=O)Nc3cccc(Cl)c3)CC2)cc1OC (stereo not given)
  -15	34
#95 CN1CCOc2cc(S(=O)(=O)Nc3ccc(F)cc3)ccc21
  1	-11
#96 CC(=O)c1ccc(NC(=O)CSCC(=O)Nc2ccc3ccccc3c2)cc1
  -1	8
#97 COC(=O)c1cccnc1-n1c(=O)c2cccnc2n(Cc2cccc(OC)c2)c1=O
  -7	20
#98 COc1ccc(-c2ccc(C(C)=O)cc2)cc1[C@H]1[C@@H]2C=CCC[C@@]2(C)C(=O)N1Cc1ccccc1
  5	1
#99 COc1cccc(N2CC(=O)Nc3c(oc4nc(-c5ccccc5)cc(C)c34)C2=O)c1
  0	0
#100 Cn1cnc2c(ncn2C2OC(CO)C(O)C2O)c1=S (stereo not given)
  -9	8
#101 CCc1noc(C)c1C(=O)N1CCN(S(=O)(=O)c2ccc(Br)cc2Cl)CC1
  -3	-1
#102 Cc1cc(NC(=O)CCN2C(=O)C3C4CCC(C4)C3C2=O)c(C)cc1Br (stereo not given)
  -2	10
#103 Cc1nc(N)nc(Nc2ccc(C#N)cc2)c1Br
  5	0
#104 COc1cc(Nc2nc(-c3ccccc3)c3cc(C)ccc3n2)cc(OC)c1OC
  -14	7
#105 CCNC(=O)C(CC(C)C)NC(=O)C(CO)NC(=O)C1CCC(=O)N1 (stereo not given)
  11	-4
#106 COc1ccccc1CNC(=O)CN1C(=O)NC(Cc2ccccc2)(c2ccccc2)C1=O (stereo not given)
  -1	11
#107 COc1ccccc1-n1cnnc1SCC(=O)NCC1CCCO1 (stereo not given)
  1	4
#108 CC(C)c1ccccc1NC(=O)CC1(CC(=O)O)CCCC1
  11	-1
#109 CC1CCCN(C(=O)C(Cc2ccccc2)n2cccc2)C1 (stereo not given)
  -2	-4
#110 CN(Cc1cccc(F)c1)C(=O)C1CC(=O)N(c2ccc3c(c2)OCCO3)C1 (stereo not given)
  11	0
#111 Cc1cccn2c(=O)c(/C=C(\C#N)C(=O)NCc3ccco3)c(N3CCCCCC3)nc12
  -7	-6
#112 NC(=O)c1ccc(NC(=O)COC(=O)C2CC(=O)N(Cc3ccccc3)C2)cc1 (stereo not given)
  -10	6
#113 Cc1nn(C)c(C)c1C1Nc2ccccc2C(=O)N1O (stereo not given)
  3	16
#114 Cc1cccc(N2CCN(C(=O)c3cccn4c(=O)c5c(C)c(C)sc5nc34)CC2)c1C
  14	-2
#115 O=C1COc2ccc(C(=O)COC(=O)c3nc(Cl)ccc3Cl)cc2N1
  8	7
#116 CCOC(=O)c1ccc2ncc(C(=O)OCC)c(NCCN(C)C)c2c1
  5	-4
#117 O=C(CN1CCOCC1)Nc1ncccn1
  3	0
#118 COc1cc(CN2C(=O)C(C)ON=C2c2ccccc2F)cc(OC)c1 (stereo not given)
  -5	1
#119 CCOc1ccccc1N1CC(C(=O)Nc2cc(S(C)(=O)=O)ccc2Cl)CC1=O (stereo not given)
  1	3
#120 CC(C)(C)NC(=O)CSc1nc(N)cc(=O)[nH]1
  -7	15

From PubChem

This is a subset; count on the stated rates, not on these rows.
